KDM5B inh: Primary screen for KDM5B Histone Demethylases FDH-coupled qHTS. hit rate 2.6% among 220,000. KDM5B demethylase, FDH-coupled NADH fluorescence (FDH is formaldehyde dehydrogenase). Potency, µM (top dose mostly 57.7 µM), for the others: at the top dose activity change, negative = inhibition, most hits filed as inhibitors; active = well fitted inhibition curve with a large enough effect; inconclusive = small, poorly fitted or top-dose-only effect; inactive = no such curve, though single readings can be large or run the other way; note: 0% is about no effect; nearly all actives have a fitted effect of over 70% in size
Target sequence (Q9UGL1 whole entry, looked up): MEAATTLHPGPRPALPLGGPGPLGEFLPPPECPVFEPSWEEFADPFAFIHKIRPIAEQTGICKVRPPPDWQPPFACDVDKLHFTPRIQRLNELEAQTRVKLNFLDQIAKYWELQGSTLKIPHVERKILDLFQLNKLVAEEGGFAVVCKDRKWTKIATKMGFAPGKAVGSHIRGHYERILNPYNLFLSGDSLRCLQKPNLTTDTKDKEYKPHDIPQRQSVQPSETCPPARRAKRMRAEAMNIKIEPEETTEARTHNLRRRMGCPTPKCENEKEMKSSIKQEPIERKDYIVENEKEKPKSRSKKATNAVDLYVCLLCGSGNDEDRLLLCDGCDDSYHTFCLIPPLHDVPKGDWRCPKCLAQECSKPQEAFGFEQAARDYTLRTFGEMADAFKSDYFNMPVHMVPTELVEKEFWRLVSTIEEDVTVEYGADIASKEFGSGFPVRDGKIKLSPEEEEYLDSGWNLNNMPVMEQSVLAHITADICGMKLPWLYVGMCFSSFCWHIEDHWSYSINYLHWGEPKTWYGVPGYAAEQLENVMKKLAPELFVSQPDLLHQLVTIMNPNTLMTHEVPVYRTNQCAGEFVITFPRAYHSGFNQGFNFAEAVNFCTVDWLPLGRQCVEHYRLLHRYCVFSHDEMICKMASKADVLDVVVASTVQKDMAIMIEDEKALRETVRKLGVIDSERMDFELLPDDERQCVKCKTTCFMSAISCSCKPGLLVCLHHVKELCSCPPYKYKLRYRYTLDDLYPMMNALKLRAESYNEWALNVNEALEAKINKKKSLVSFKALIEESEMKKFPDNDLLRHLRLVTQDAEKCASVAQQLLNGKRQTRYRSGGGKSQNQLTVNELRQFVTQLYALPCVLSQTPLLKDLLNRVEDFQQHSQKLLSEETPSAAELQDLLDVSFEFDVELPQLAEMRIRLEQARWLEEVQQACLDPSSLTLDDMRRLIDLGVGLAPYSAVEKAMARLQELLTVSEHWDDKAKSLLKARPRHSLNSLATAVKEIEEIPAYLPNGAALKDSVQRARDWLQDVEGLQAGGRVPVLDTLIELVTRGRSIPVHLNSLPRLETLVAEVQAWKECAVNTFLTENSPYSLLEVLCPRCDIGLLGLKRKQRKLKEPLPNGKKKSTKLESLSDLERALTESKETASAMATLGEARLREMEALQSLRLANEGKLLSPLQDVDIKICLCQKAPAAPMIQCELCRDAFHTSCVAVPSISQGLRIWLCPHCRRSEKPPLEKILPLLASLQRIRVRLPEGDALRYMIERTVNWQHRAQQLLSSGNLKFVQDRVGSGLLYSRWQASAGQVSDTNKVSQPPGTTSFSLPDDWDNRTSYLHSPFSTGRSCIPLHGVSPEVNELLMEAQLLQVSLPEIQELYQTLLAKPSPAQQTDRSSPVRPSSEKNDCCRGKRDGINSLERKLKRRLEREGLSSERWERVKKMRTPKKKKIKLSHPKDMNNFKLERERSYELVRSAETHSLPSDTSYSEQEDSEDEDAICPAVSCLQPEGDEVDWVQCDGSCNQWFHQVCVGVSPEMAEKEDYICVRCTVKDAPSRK
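KDM5BΔAP (200 nM final) in 50 mM HEPES pH 7.5, 0.01% Tween-20 was preincubated 10 min at RT with compound over a concentration range. Substrate mix (H3K4me3 12.5 µM, α-KG 25 µM, Fe²⁺, ascorbate, NAD⁺, FDH) was added, and NADH fluorescence change over 30 min gave dose-response curves.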
* = called active by the depositor; i = inactive; ? = inconclusive; & = joins results of further samples; [ ] = remark or other dose. Potency is the fitted concentration of half-maximal effect. Not all compounds are listed. The share of hits here may be higher or lower than overall.

SMILES	KDM5B inh
N#Cc1ccc(C(=O)NC2CCC(C(F)(F)F)CC2)cc1 (stereo unspecified)	3%
Nc1nc(NCc2ccco2)nc(NCCO)c1[N+](=O)[O-]	-3%
O=C([C@@H]1C[C@H](Oc2ccccc2)CN1C(=O)CN1CCOCC1)N1CCOCC1	-10%
Cc1ccc(NC(=O)CSc2nc(-c3ccc(F)cc3)cc(C(F)(F)F)c2C#N)cc1	1%
CC(C)N1C[C@H](O)C[C@H]1c1nnc2n1CCN(C(=O)CCc1ccccc1)CC2	0%
O=C1Nc2ccccc2C1(O)c1c[nH]c2ccccc12 (stereo unspecified)	17%
COc1cc(NC(=O)C2=C(C)OCCS2)c(Cl)cc1C(=O)NCc1cccnc1	-5%
Cc1ccc(C(=O)c2ccc(C)c(C)c2)cc1C	-9%
CN1[C@@H](CCC(=O)NCc2ccc(F)cc2)CNC(=O)[C@@H]2[C@H]1CCN2Cc1cccs1	?
c1ccc(-c2[nH]ncc2CN2CCCC(N3CCN(c4ccccc4)CC3)C2)cc1 (stereo unspecified)	-16%
Cc1ccc(CN2CCC3(CC2)CC(c2cccnc2)=NO3)cc1	-2%&8%[86.2 µM]
CCNC(=O)N1Cc2[nH]cnc2C[C@H]1c1nc(-c2ccc(OC(F)(F)F)cc2)no1	?
CCOc1ccc(C(=O)/C=C/c2ccccc2)cc1	4%
CCOc1ccc(CC(=O)N2C[C@@H](COC)[C@H](c3nc(C)no3)C2)cc1	-4%
CC1CCCCC1NC(=O)CN(C)Cc1ccc(C(F)(F)F)cc1 (stereo unspecified)	14%
CCCOC(=O)c1c(-c2ccc(C)cc2)csc1NC(=O)c1ccoc1C	9%
Cc1cc(C)c(NC(=O)CN2c3ccccc3S(=O)(=O)c3ccccc32)c(C)c1	?
CCn1nccc1C(=O)NCC1Cn2cccc2C(=O)N1C (stereo unspecified)	7%
CCOc1ccccc1NC(=O)N1CCC(n2c(C)cnc2-c2cccnc2)CC1	7%
COc1ccc(C2Cn3nnc(-c4noc(-c5ccccc5Cl)n4)c3CO2)cc1 (stereo unspecified)	-4%
Cc1ccc(-c2nc3sccn3c2Nc2ccccc2C)cc1	-29%
Cc1ccc(N(CC(=O)NCCc2ccccc2C)S(=O)(=O)N(C)C)cc1	-20%
O=C(CN1N=C(c2ccc(Cl)cc2)CCC1=O)NCCc1ccccc1	3%
O=C(O)c1ccc(F)c(S(=O)(=O)N2CCCCC2)c1	20%
CCCCOc1ccc(S(=O)(=O)NCCO)cc1	33%[activator]

More results:
SMILES	KDM5B inh
CC(C)CCN1CCC(O)(c2csc(CN3CCc4ccccc4C3)n2)CC1	-29%[86.2 µM]
CO[C@@H]1CCOC[C@H]1NS(=O)(=O)c1ccc2c(c1)N(C(C)=O)CCO2	-11%
O=C(N/N=C/c1cccc(O)c1)c1cc(-c2ccccc2)nc2ccccc12	-17%
COc1ccc2nc(N3CCN(C(=O)CS(=O)(=O)c4ccc(C)cc4)CC3)sc2c1	-23%
CCSc1nc2n(n1)C(c1cccc(O)c1)C1=C(CC(C)(C)CC1=O)N2 (stereo unspecified)	?
CCOc1ccc(NS(=O)(=O)c2ccc(NS(=O)(=O)c3cccs3)cc2)cc1	13%
COCc1nc(C2CCCN(C(=O)c3ccsc3)C2)no1 (stereo unspecified)	-27%
COc1ccc(S(=O)(=O)NCC(c2ccc(N(C)C)cc2)N2CCc3ccccc32)cc1OC (stereo unspecified)	?
Cc1ccc(-c2nnn(CC(=O)N3N=C(c4ccc(Cl)cc4)CC3c3ccco3)n2)cc1 (stereo unspecified)	15%
COc1cc(/C=C/C(=O)OCc2ccc(C#N)cc2)cc(OC)c1OC	27%
Cc1c(CC(=O)N2CCOCC2)c(=O)oc2cc(O)ccc12	i
Cc1c(C(=O)Nc2cccc3cccnc23)cccc1[N+](=O)[O-]	16%
CCc1ccc(NC(=O)N2CCC3(CC2)OCCO3)cc1	-1%
Cc1nc2cc(F)cc(C(=O)O)c2nc1C	15%
O=C(CSc1nnc(-c2ccc(F)cc2)o1)N1CCCc2ccccc21	-5%
COc1ccc(N2CC(C(=O)Nc3ccccc3C(=O)N3CCOCC3)CC2=O)cc1 (stereo unspecified)	23%
CCN(CC)c1nn2c(=O)c(C(=O)NCCc3ccccc3)cnc2s1	?
CCN(CC)c1cc(CCC(=O)NCCN(C)C2CCCCC2)ccn1	28µM*
CCCCn1c(=O)[nH]c(=O)c2c1nc(CCC(=O)Nc1ccc(C)cc1)n2CC(C)C	5%
O=C(NCCN1CCN(c2cccc(Cl)c2)CC1)C1COc2ccccc2C1 (stereo unspecified)	-8%
O=C(N[C@@H](Cn1cc(Cl)c(=O)[nH]c1=O)C(=O)O)C1CCC1	-19%[86.2 µM]
COc1ccc(C(=O)NC[C@H]2O[C@@H](CC(=O)N3CCN(c4ccccc4OC)CC3)[C@H](O)[C@@H]2O)cc1	-1%
Cc1cccc(NC(=O)Cc2c[nH]c3ccccc23)c1C	6%
Cc1cc(C(=O)CSc2n[nH]c(C3CC3)n2)c(C)n1C1CC1	3%
N#C/C(=C\c1ccc(O)c(I)c1)c1nc2ccccc2[nH]1	-10%

Reformatted: four of the compounds above.
> CCN(CC)c1nn2c(=O)c(C(=O)NCCc3ccccc3)cnc2s1
- KDM5B inh = ?
> CCN(CC)c1cc(CCC(=O)NCCN(C)C2CCCCC2)ccn1
- KDM5B inh = 28µM*
> CCCCn1c(=O)[nH]c(=O)c2c1nc(CCC(=O)Nc1ccc(C)cc1)n2CC(C)C
- KDM5B inh = 5%
> O=C(NCCN1CCN(c2cccc(Cl)c2)CC1)C1COc2ccccc2C1 (stereo unspecified)
- KDM5B inh = -8%

Carrying on.
SMILES	KDM5B inh
Cc1cc(C)n(-c2ncnc3scc(-c4ccccc4Cl)c23)n1	25%
CC(=O)Nc1cccc(-c2ncc3c(n2)OCCN(CC2CC2)C3=O)c1	32µM*
CC(C)(C)c1ccc(NC(=O)CCc2ncc(-c3ccccc3)o2)cc1	-15%
CN1c2ccccc2-c2nc(SCC(=O)Nc3ccccc3)ncc2S1(=O)=O	?
COc1cccc(CNCc2cccn2-c2nnc(N3CCN(c4ccccc4)CC3)s2)c1	-14%
Cn1cnc(S(=O)(=O)N2CCCCC2c2noc(COCC3CC3)n2)c1 (stereo unspecified)	27%
Cc1ccc(-c2ccc(=O)n(CC(=O)NCCc3ccc(Cl)cc3)n2)cc1	?
Nc1sccc1C(=O)NCc1ccncc1	?
CCc1ccc(N2C(=O)CN(S(=O)(=O)CC)CC2(C)C(=O)NC2CCCCC2)cc1 (stereo unspecified)	-8%
CCOc1ccccc1C(=O)Nc1nonc1-c1ccc(OC(C)C)cc1	-22%
CCn1c(CN2CCCCC2)nc2cc(NC(=O)COc3ccc([N+](=O)[O-])cc3)ccc21	-17%
Cc1ccc(S(=O)(=O)Nc2nc3ccc(C)cc3nc2Nc2ccc3c(c2)OCCO3)cc1	7%
O=C(NCCc1ccc(F)cc1)c1ccc(=O)[nH]c1	25%
CC(C)NC(=O)c1cccc([N+](=O)[O-])c1	-4%
Cc1ccccc1C(=O)Nc1nonc1-c1ccc(Cl)cc1	15%
Cc1ccc(Cn2c(N3CCC(C(N)=O)CC3)nc3c2c(=O)n(C)c(=O)n3C)cc1	17%
COc1ccc(-c2nc(C(C)C)nc3c2CCN(C(=O)c2cccc(Cl)c2)CC3)cc1	3%
CCOC(=O)c1[nH]c(C)c(C(=O)OCC2CC2(Cl)Cl)c1C (stereo unspecified)	-2%
CCC(CC)C(=O)Nc1ccc(-c2cn3cccnc3n2)cc1	i
CN(C)c1ccc(CCc2nc(C3CCOC3)no2)cc1 (stereo unspecified)	-14%
Cc1cc(CN2CCC3(CC2)CCN(Cc2cscn2)CC3CO)on1 (stereo unspecified)	-21%
Cc1nn(CC(=O)NCc2ccccc2)c(=O)c2nc(C(C)C)sc12	-5%
CC(C)=CC(=O)NC(C)c1ccc(Cl)c(Cl)c1 (stereo unspecified)	15%
O=C(NCc1cccnc1)[C@@H]1C[C@H](c2ccc(F)cc2)N(Cc2ccccc2Cl)C1	-22%[86.2 µM]
O=S(=O)(c1ccc2c(c1)CCN2)N1CCCCCC1	?

Looked up above:
KDM5B inh with Cc1nn(CC(=O)NCc2ccccc2)c(=O)c2nc(C(C)C)sc12 = -5%
KDM5B inh with CC(=O)Nc1cccc(-c2ncc3c(n2)OCCN(CC2CC2)C3=O)c1 = 32µM*
KDM5B inh with CCn1c(CN2CCCCC2)nc2cc(NC(=O)COc3ccc([N+](=O)[O-])cc3)ccc21 = -17%

A section of the results above, as a working copy:
SMILES	KDM5B inh
O=C(NCc1cccnc1)[C@@H]1C[C@H](c2ccc(F)cc2)N(Cc2ccccc2Cl)C1	-22%[86.2 µM]
O=S(=O)(c1ccc2c(c1)CCN2)N1CCCCCC1	?

Additional structures follow:
SMILES	KDM5B inh
Cc1cccc(OCC(=O)N2CCC(n3cc(-c4nc(C5CC5)no4)nn3)C2)c1 (stereo unspecified)	18%
Fc1ccc(COc2ccc(Cl)cc2)cc1	9%
CCOc1ccc(N(C)C(=O)CS(=O)(=O)c2cccc3nsnc23)cc1	6%
CSc1cccc(NS(=O)(=O)c2cn(C)c(C)n2)c1	12%
CC1=C(c2ccc(C)c(C)c2)S(=O)(=O)N=C1N1CCC(C(=O)NCCc2ccc(Cl)cc2)CC1	12%
O=C(NC1CCCCC1)c1ccc2ccccc2n1	20%
CC(=O)N[C@@H]1Cc2ccccc2[C@H]1NC(=O)CCc1cc2n(n1)CCCNC2	-21%
O=C(Cc1ccsc1)N1CCc2n[nH]c(=O)n2CC1	42%
Cc1ccnc(NC(=O)COc2ccc3c(=O)c(Oc4ccccc4)c(C)oc3c2)c1	-10%
CC(=O)N[C@H](C)c1c(-c2ccc(F)cc2)noc1C(=O)O	-12%[115 µM]
CC(C)OCCCNC(=O)C1CC(=O)N(c2n[nH]c3cc(Br)ccc23)C1 (stereo unspecified)	-22%
CCC(C)NC(=O)c1ccc(CSCc2ccccc2Cl)o1 (stereo unspecified)	-7%
O=C1OCCCN1CCNC(=O)[C@@]12CNC[C@@H]1CN(Cc1ccccc1)C2	-14%
Cc1c(C(=O)OC2CCC(C)CC2)[nH]c2c1C(=O)CC(c1ccc(F)cc1)C2 (stereo unspecified)	-7%
NC(=O)CCNC(=O)C1=C[C@@H](NC(=O)CC2(CC(=O)O)CCCC2)[C@@H](O)[C@H](O)C1	?
O=C(O)c1ccccc1/C=N/Nc1ccc(S(=O)(=O)Nc2ccc(Cl)cc2)cc1[N+](=O)[O-]	?
CNC1(c2nnnn2-c2ccccc2C)CCOC(C)(C)C1 (stereo unspecified)	17%
COc1ccc2nc(C)c(C(=O)NC3CCCCCC3)cc2c1	?
COc1ccccc1-c1csc(CN2CC(C)(NC(=O)C3CC3)C2)n1	-24%[86.2 µM]
CCC(C)C(=O)NC1CCN(c2cnn(Cc3ccccc3)c(=O)c2)CC1 (stereo unspecified)	7%
c1ccc(-c2nnc([C@H]3CCN(Cc4ccc5c(c4)OCO5)C3)o2)cc1	-26%[86.2 µM]
O=C1CCC2(C(=O)NCCN3CCCCC3)CCCC=C2N1C1CCCC1 (stereo unspecified)	-17%
O[C@H]1[C@H](NCc2ccc(-c3ccccc3)cc2)[C@H]2CO[C@H](O2)[C@@H]1Oc1ccccc1	?
COc1ccc(N(CC(=O)Nc2ccc(F)c(F)c2)S(=O)(=O)c2c(C)nn(C)c2C)cc1	3%
O=C1C[C@H]2CC[C@@H](CN1)N2C(=O)c1sc2cccc(F)c2c1Cl	24%

(further entries)
SMILES	KDM5B inh
O=C1NC2(CCN(C(=O)c3ccccc3F)C2)N=C1c1ccncc1 (stereo unspecified)	-7%
COc1ccc(OCC(=O)Nc2ccc3oc(-c4cccc(F)c4)nc3c2)cc1	?
COc1cccc(N2C(=O)NC(=NC3CCCCC3)C23CCN(C(=O)c2ccc(C)cc2)C3)c1 (stereo unspecified)	?
O=[N+]([O-])c1cnc(NS(=O)(=O)c2ccccc2[N+](=O)[O-])s1	-28%
C=CCN1CCN(C(=O)c2cc3ccccc3oc2=O)CC1	6%
COC(=O)c1ccccc1NC(=S)NC(=O)c1ccc2c(c1)OCO2	?
CC(NC(=O)c1ccc2c(c1)OCO2)c1ccc2c(c1)CCC(=O)N2 (stereo unspecified)	26%
CC(CC(=O)O)CC(=O)N1CCOCC1 (stereo unspecified)	10%
Cc1ccc(Cl)cc1N1CCN(C(=O)Cc2c(C(=O)O)c(C)cn2C)CC1	-14%
Cc1cccc2sc(N(Cc3cccnc3)C(=O)c3cccs3)nc12	?
NC(=O)c1ccccc1N=Cc1cccc(O)c1	?
Cc1ccc(-c2nc3cccc(C)n3c2Nc2ccc3c(c2)OCO3)o1	?
COc1ccc(CNC(=O)c2ccc3c(c2)NC(=O)C(CS(=O)(=O)Cc2ccccc2Cl)N3)cc1 (stereo unspecified)	?
CC(=O)Nc1ccc(C)cc1S(=O)(=O)N1CCCC1c1cccs1 (stereo unspecified)	6%
Fc1ccc(N2CCN(c3ncnc4nc[nH]c34)CC2)cc1	4%
FC(F)(F)c1nc2ccccc2n1Cc1nnc(-c2ccccc2Cl)o1	-7%

Arranged by count of non-hydrogen atoms (descending): 4 of the compounds above.
SMILES	KDM5B inh
O[C@H]1[C@H](NCc2ccc(-c3ccccc3)cc2)[C@H]2CO[C@H](O2)[C@@H]1Oc1ccccc1	?
CCSc1nc2n(n1)C(c1cccc(O)c1)C1=C(CC(C)(C)CC1=O)N2 (stereo unspecified)	?
CO[C@@H]1CCOC[C@H]1NS(=O)(=O)c1ccc2c(c1)N(C(C)=O)CCO2	-11%
CN(C)c1ccc(CCc2nc(C3CCOC3)no2)cc1 (stereo unspecified)	-14%
